Screening data (PubChem)
JMJD2A Tudor inh: qHTS Assay for Inhibitors of JMJD2A-Tudor Domain; Lysine-specific demethylase 4A (Homo sapiens), O75164; AlphaScreen JMJD2A-Tudor / H3K4me3 peptide binding; Potency, µM (doses to about 114 µM), without a hit: at the top dose activity change, negative = inhibition, most hits filed as inhibitors; actives 4.4% (n = 390,000); note: % is set by controls: 0 for no effect and ±100 for the full control effect; nearly all actives have a fitted effect of over 50% in size
POLK inh: qHTS for Inhibitors of Polymerase Kappa; DNA polymerase kappa (Homo sapiens), Q9UBT6; purified Pol kappa, fluorescent DNA synthesis assay, 10 min; Potency, µM (highest dose often 107 µM), without a hit: at the top dose activity, negative = inhibition, usual class: inhibitors; actives 0.53% (n = 400,000); AID 588579, 2011; note: % is set by controls: 0 for no effect and ±100 for the full control effect
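50 nM final substrate added after 15 min RT preincubation of 10 nM Pol kappa with compound; fluorescence read at 0 and 10 min.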
BLM helicase inh: qHTS Assay for Inhibitors of Bloom's syndrome helicase (BLM); RecQ-like DNA helicase BLM (Homo sapiens), P54132; recombinant BLM DNA unwinding, fluorescence dequenching; Potency, µM (series often up to 56.1 µM), without a hit: at the top dose activity change, negative = inhibition, actives largely listed as inhibitors; actives 0.2% (n = 350,000); AID 2528, 2010;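 note: plate controls were vehicle for no effect and no enzyme for full effect; nearly all actives have a fitted effect of over 35% in size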
BAZ2B inh: qHTS Assay for Inhibitors of BAZ2B; Bromodomain adjacent to zinc finger domain protein 2B (Homo sapiens), Q9UIF8; AlphaScreen BAZ2B-H3K14Ac peptide displacement; Potency, µM (titrated, usually from 114 µM), inactives show at the top dose activity change, negative = inhibition, actives largely listed as inhibitors; actives 4.4% (n = 360,000); AID 504333, 2011; note: % is set by controls: 0 for no effect and ±100 for the full control effect; nearly all actives have a fitted effect of over 60% in size
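AlphaScreen luminescence quantifies BAZ2B engagement of H3K14Ac peptide; the protein and biotinylated peptide are both at 50 nM final, buffer PBS pH 7.4 with 0.01% Tween-20, all steps at room temperature.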
POLI inh: qHTS for Inhibitors of Polymerase Iota | Pol iota fluorescent replication assay, 10 min | Potency, µM (doses to about 115 µM), inactives show at the highest dose activity, negative = inhibition, usual class: inhibitors | DNA polymerase iota (Homo sapiens), Q9UNA4 | AID 588590, 2011 | actives 1% (n = 390,000)
Target sequence (Q9UNA4 whole entry, looked up): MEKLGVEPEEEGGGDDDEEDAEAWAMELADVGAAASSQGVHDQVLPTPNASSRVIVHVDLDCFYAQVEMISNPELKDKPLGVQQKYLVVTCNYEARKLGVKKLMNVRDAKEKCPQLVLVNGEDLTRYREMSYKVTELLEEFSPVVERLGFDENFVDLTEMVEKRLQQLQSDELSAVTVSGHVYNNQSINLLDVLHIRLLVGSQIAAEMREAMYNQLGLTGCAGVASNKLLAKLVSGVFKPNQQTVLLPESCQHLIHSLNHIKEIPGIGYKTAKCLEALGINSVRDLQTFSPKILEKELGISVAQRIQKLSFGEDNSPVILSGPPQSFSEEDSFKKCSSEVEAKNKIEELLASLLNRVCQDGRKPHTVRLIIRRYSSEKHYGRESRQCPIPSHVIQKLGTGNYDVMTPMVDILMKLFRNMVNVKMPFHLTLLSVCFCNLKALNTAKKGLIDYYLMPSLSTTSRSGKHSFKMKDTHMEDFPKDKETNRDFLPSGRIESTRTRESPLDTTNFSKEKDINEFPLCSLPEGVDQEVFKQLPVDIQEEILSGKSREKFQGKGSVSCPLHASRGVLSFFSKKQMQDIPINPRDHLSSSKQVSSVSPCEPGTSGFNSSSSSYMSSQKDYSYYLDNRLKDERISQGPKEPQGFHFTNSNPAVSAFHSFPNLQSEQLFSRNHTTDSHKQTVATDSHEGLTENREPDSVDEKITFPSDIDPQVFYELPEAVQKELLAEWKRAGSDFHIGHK
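Fluorescent replication assay read twice, at 0 min and 10 min after adding 50 nM (final) substrate. Enzyme (10 nM) and compounds were first incubated 15 min at room temperature; enzyme-free buffer wells were negative controls.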
G9a inh: qHTS Assay for Inhibitors of Histone Lysine Methyltransferase G9a; Histone-lysine N-methyltransferase EHMT2 (Homo sapiens), Q96KQ7; G9a H3K9 monomethylation, AlphaScreen, 2 h; Potency, µM (titrated, usually from 102 µM), inactives show top-dose activity, negative = inhibition, most hits filed as inhibitors; actives 8.8% (n = 350,000); note: % is set by controls: 0 for no effect and ±100 for the full control effect; nearly all actives have a fitted effect of over 75% in size
Target sequence (Q96KQ7 913-1193 limits assumed): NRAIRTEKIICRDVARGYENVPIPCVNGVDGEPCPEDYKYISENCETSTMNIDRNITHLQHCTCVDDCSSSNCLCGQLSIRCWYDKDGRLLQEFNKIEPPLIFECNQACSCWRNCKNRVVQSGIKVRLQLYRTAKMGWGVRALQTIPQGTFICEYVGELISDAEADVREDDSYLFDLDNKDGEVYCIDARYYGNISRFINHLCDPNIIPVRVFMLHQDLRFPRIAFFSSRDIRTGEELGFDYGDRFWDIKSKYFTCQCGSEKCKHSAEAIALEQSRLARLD
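AlphaScreen read-out: biotin-H3K9 peptide (500 nM) methylation by 20 nM enzyme with 20 uM SAM, 2 h at room temperature after 15 min compound preincubation; anti-monomethyl H3K9 antibody plus donor/acceptor beads, 10 min dark.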
POLH inh: qHTS for Inhibitors of Polymerase Eta. DNA polymerase eta (Homo sapiens), Q9Y253. recombinant Pol eta, fluorescent DNA replication assay. Potency, µM (series often up to 114 µM), without a hit: at the top dose activity change, negative = inhibition, most hits filed as inhibitors. actives 1.2% (n = 390,000); note: % is set by controls: 0 for no effect and ±100 for the full control effect
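Fluorescent replication assay: 50 nM final substrate added after a 15 min room-temperature compound preincubation with 10 nM enzyme. Signal taken at 0 min and again at 10 min.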
APE1 inh: qHTS Assay for Inhibitors of the Human Apurinic/apyrimidinic Endonuclease 1 (APE1); DNA repair nuclease/redox regulator APEX1 (Homo sapiens), P27695; actives 0.35% (n = 350,000); Potency, µM (highest dose often 65.8 µM), without a hit: at the top dose activity change, negative = inhibition, usual class: inhibitors; recombinant APE1, TAMRA/BHQ-2 abasic DNA cleavage fluorescence; AID 2517, 2012;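 note: plate controls were vehicle for no effect and reference inhibitor for full effect; nearly all actives have a fitted effect of over 55% in size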
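0.75 nM APE1 + cpd, 15 min RT; start w/ 50 nM TAMRA/BHQ-2 THF-abasic dsDNA; kinetic fluor 525/598 nm ×3 reads @60 s; Δ(read3−read1); normalized to DMSO and NSC13755 control wells.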
POLB inh: qHTS Assay for Inhibitors of DNA Polymerase Beta. Pol beta primer extension/strand displacement, fluorescence kinetic. AID 485314, 2010. actives 1.3% (n = 340,000). Potency, µM (series often up to 114 µM), without a hit: at the highest dose activity change, negative = inhibition, actives largely listed as inhibitors; note: % is set by controls: 0 for no effect and ±100 for the full control effect
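Pol beta (10 nM) was preincubated with compound for 15 min at room temperature. The reaction was then started with 50 nM substrate and read immediately and after a further 10 min at room temperature.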
The depositor's hits bear a star; u = inconclusive; x = no result given; & = joins results of further samples; [ ] = another dose, or the depositor's remark. Calls come from the whole dose curve; as a rule, active = well fitted curve in the direction sought with a large enough effect; inconclusive = small, poorly fitted or top-dose-only effect, or another doubt; inactive = no such curve, though single readings can be large; an effect the other way counts as inactive or inconclusive. Potency is the fitted concentration of half-maximal effect.

SMILES | JMJD2A Tudor inh | POLK inh | BLM helicase inh | BAZ2B inh | POLI inh | G9a inh | POLH inh | APE1 inh | POLB inh
O=C(NCCCN1CCOCC1)c1ccc2c(c1)N(Cc1ccccc1)C(=O)c1ccccc1S2 | -11%&-33% | 3% | -1%&-3% | -20%&-16% | -4%&-14% | -10% | -22%&-9% | 47% | -22%&-6%
CCN(CC(=O)Nc1c(F)cccc1F)C(=O)CCN1C(=O)C2CCCCC2C1=O (stereo not given) | -14% | -13% | x | -1% | 20% | 8% | -18% | 3% | x
COc1cccc(OCCCCN2CC(C)OC(C)C2)c1 (stereo not given) | 6.3µM* | -3% | -5% | u | 13% | 10µM* | -13% | 8% | 17%
Cc1nc(SCC(=O)c2ccc(Cl)cc2)c([N+](=O)[O-])[nH]1 | u | -8% | -3% | -9% | -7% | -5%[59 µM] | -12% | 5% | 5%
Cc1ccc(S(=O)(=O)Nc2ccc3c(c2)C(=O)N([C@H](C)CO)C[C@H](C)[C@@H](CN(C)C(=O)Nc2ccc4c(c2)OCO4)O3)cc1 | -30% | -11% | x | x | 23% | x | -19% | 1% | x
COc1ccc(-n2nc(C(=O)NCC(=O)N3CC(C)CC(C)C3)c3ccccc3c2=O)cc1OC (stereo not given) | 2% | -3% | -6% | -3% | 11% | 20% | -14% | -2% | 1%
CC(C)c1ccc(CCNC(=O)CSC(=S)N2CCCC2)cc1 | 12% | -12% | x | 16% | 29% | 16µM* | -7% | 16% | x
Cc1ccccc1S(=O)(=O)c1c(C)cc(C)n(C(C)C)c1=O | 20% | 3% | -8% | 19% | -14% | 14%[59 µM] | -12% | 9% | 21%
COc1ccc(NC(C)=[N+](C)CCNS(=O)(=O)c2ccc(Cl)cc2)cc1Cl | 0% | 1% | 1% | -17% | 8% | x | -20% | 18% | 24%
CSc1cccc(CN2CCCC(CO)(Cc3cccc(Cl)c3)C2)c1 (stereo not given) | -22% | -17% | -8% | u | 23% | 15%[12.7 µM] | -24% | -3% | 2%
CC(Sc1nc2c(c(=O)[nH]1)CCCC2)C(=O)Nc1ccccc1C#N (stereo not given) | -3% | 0% | -1% | -5% | 6% | 4% | -7% | 14% | 7%
CC(C)(C)OC(=O)N[C@@H](Cc1ccccc1)C(=O)N1CCC(C(=O)N[C@@H](Cc2c[nH]c3ccccc23)C(=O)O)CC1 | 2% | 10% | -1% | -11% | -29% | -25% | -15% | 26% | 9%
COCCCNCCCCSc1ccc(Cl)cc1 | 10µM* | -5% | 1% | u | 22% | 3.5µM* | -2% | 5% | 16%
Cc1cc(NC(=O)c2ccc(Br)c(S(=O)(=O)N3CCCC3)c2)no1 | -17% | -6% | 3% | 12% | 14% | 6%[59 µM] | -8% | 1% | -25%
O=C(Cn1c(-c2cccs2)cc2cc(F)ccc21)NCCCN1CCN(c2ccc(F)cc2)CC1 | u | -9% | -2% | -27% | -9% | -31%[59 µM] | -23% | x | 4%

Ordered by molar mass (lowest first): some entries from above
SMILES | JMJD2A Tudor inh | POLK inh | BLM helicase inh | BAZ2B inh | POLI inh | G9a inh | POLH inh | APE1 inh | POLB inh
COCCCNCCCCSc1ccc(Cl)cc1 | 10µM* | -5% | 1% | u | 22% | 3.5µM* | -2% | 5% | 16%
Cc1nc(SCC(=O)c2ccc(Cl)cc2)c([N+](=O)[O-])[nH]1 | u | -8% | -3% | -9% | -7% | -5%[59 µM] | -12% | 5% | 5%
Cc1ccccc1S(=O)(=O)c1c(C)cc(C)n(C(C)C)c1=O | 20% | 3% | -8% | 19% | -14% | 14%[59 µM] | -12% | 9% | 21%
Cc1cc(NC(=O)c2ccc(Br)c(S(=O)(=O)N3CCCC3)c2)no1 | -17% | -6% | 3% | 12% | 14% | 6%[59 µM] | -8% | 1% | -25%
CCN(CC(=O)Nc1c(F)cccc1F)C(=O)CCN1C(=O)C2CCCCC2C1=O (stereo not given) | -14% | -13% | x | -1% | 20% | 8% | -18% | 3% | x
COc1ccc(-n2nc(C(=O)NCC(=O)N3CC(C)CC(C)C3)c3ccccc3c2=O)cc1OC (stereo not given) | 2% | -3% | -6% | -3% | 11% | 20% | -14% | -2% | 1%

Additional records
SMILES | JMJD2A Tudor inh | POLK inh | BLM helicase inh | BAZ2B inh | POLI inh | G9a inh | POLH inh | APE1 inh | POLB inh
Cn1c(OCc2cccnc2)nc2c1c(=O)n(Cc1ccccc1)c(=O)n2C | -16% | -1% | -3% | 9% | 1% | 11%[12.7 µM] | -16% | 3% | 0%
Cc1cccc(Cn2c(COc3ccc(Cl)cc3)nc3ccccc32)c1 | 8% | -5% | -9% | 3% | -12% | -28%[59 µM] | x | x | -4%
C=CCN1c2ccccc2[C@]23C[C@@H](C(=O)OC)N(C(=O)NC4CCCC4)C2=NC(C(=O)OC)=C(C(=O)OC)[C@H]13 | -22% | 15% | x | x | 22% | x | -5% | x | x
COc1ccc(NS(=O)(=O)c2ccc(N3CCOCC3)c(NC(=O)c3cccc(F)c3)c2)cc1 | -15% | -6% | -1% | -6% | 8% | -8%[59 µM] | -17% | -3% | -29%
O=C(CN1CCc2ccccc21)NC(=O)NC1CCCCC1 | -27% | -10% | -6% | -29% | -9% | u | -4% | u | -1%
CC(C)C(C(=O)C=[N+]=[N-])N1C(=O)c2ccccc2C1=O (stereo not given) | -9% | 7% | -3% | 17% | 16% | u | 1% | 2% | 1%
O=C(COc1ccc(Cl)cc1Br)Nc1ccncc1 | -13% | 1% | -2% | 10%[0.457 µM] | 197%[activator] | 31%[59 µM] | -10% | 25% | 22%
Cc1ccc(C(c2c(C)n(C)n(-c3ccccc3)c2=O)c2c(C)n(C)n(-c3ccccc3)c2=O)s1 | u | -7% | -10% | -12% | 29% | -11% | -10% | -4% | 3%
Cc1ccc(-c2cc(C(=O)N3CCN(C(=O)c4ccco4)CC3)[nH]n2)c(C)c1 | 5% | -25% | -9% | -19% | 12% | 10% | -23% | 26% | 20%
Cc1noc(NS(=O)(=O)c2ccc(N3CC(O)=C(c4ccccc4)C3=N)cc2)c1C | -8% | -6% | 3% | -9% | 3% | u | -6% | -2% | 8%
Cc1ccc(NC(=O)C(=O)NCC(c2cccnc2)N2CCN(Cc3ccccc3)CC2)cc1C (stereo not given) | -13% | -4% | -20% | -1% | -6% | -3%[59 µM] | -4% | x | -24%
CCC(=O)N1N=C(c2ccc(C)o2)CC1c1ccc(Br)cc1 (stereo not given) | -23%[57.1 µM] | -14% | 2% | u | 0% | u | -12% | 12% | 5%
COc1ccc(N(CC(=O)N2CCN(c3ccc(F)cc3)CC2)S(=O)(=O)c2c(C)n[nH]c2C)cc1 | -23%&-26% | 2%&2% | -8%&-2% | -9% | 50%&3%[activator] | -6% | -23%&-19% | 3% | 22%&3%
O=c1[nH][nH]cc1C=Nc1cc(Cl)ccc1O | 79µM* | 4% | 0% | 14µM* | 41%[activator] | u | -22% | -4% | -20%
CC(C)(C)OC(=O)C[C@@H]1C/C=C\C[C@H](CC(=O)N(CCO)Cc2ccccc2)C(=O)N2CCC[C@@H]2COC1=O | -17% | 0% | x | x | 34%[activator] | x | -22% | -4% | x
CCCCN(CCCC)S(=O)(=O)c1ccc(SCC(=O)OCC)c([N+](=O)[O-])c1 | u | -10% | -10% | -31% | 15% | -8% | -5% | -4% | 7%
CCn1cc(C(=O)O)c(=O)c2cc(F)c(N3CCN(C(=S)NC(=O)c4ccc(OC)cc4)CC3)cc21 | 21% | -11% | 3% | u | -7% | 12% | -19% | 36% | 36%
CCC(C(=O)NC1CCCC1)N(Cc1ccccc1Cl)C(=O)c1snc(C(N)=O)c1N (stereo not given) | -9% | -8% | -2% | 9% | 36%[activator] | 11%[59 µM] | -12% | -8%[12.4 µM] | 13%
CCN(CC(=O)Nc1cc(Cl)ccc1C)c1ncnc2sc(C)c(C)c12 | -7% | -17% | 1% | -6% | 4% | 18%[59 µM] | -16% | 0% | 33%
O=C(CSc1n[nH]c(-c2cccs2)n1)N1CCCc2ccccc21 | -19% | -7% | 1% | 0% | -16% | 25%[12.7 µM] | 1% | -1% | 17%
Cc1ccc(S(=O)(=O)N2CCC(N3CCCCCC3)CC2)cc1 | 0.89µM* | -7% | -7% | u | 0% | 10µM* | -6% | 5% | 6%
Cn1c(SCC(=O)NCc2ccccc2)nc2ccccc21 | -10% | -12% | 3% | 9% | 13% | u | -8% | 19% | 17%
CN1CCN(C(=O)c2ccc(CS(=O)(=O)c3c(Cl)cccc3Cl)o2)CC1 | -6% | 15% | -11% | 13% | 14% | 0%[59 µM] | -1% | 5% | -1%
O=C(Nc1ccon1)c1csc2ccccc12 | -1% | -11% | -1% | -1% | 8% | -8%[59 µM] | -13% | 0% | 5%
COc1ccc(C2=NOC(C(=O)Nc3cc(Br)ccc3O)C2)cc1OC (stereo not given) | -14% | -8% | -1% | -7% | -15%[58.9 µM] | 4%[12.7 µM] | 2% | -1% | -10%
Cc1ccccc1-c1noc(-c2cccnc2N(C)Cc2ccc(Cl)cc2)n1 | -9% | -14% | -3% | -1% | 29% | -8%[59 µM] | -16% | x | 7%
O=C(Nc1nc(-c2ccc(F)cc2)cs1)C1CCCO1 (stereo not given) | -2% | -7% | -1% | 3% | 270%[activator] | 11%[59 µM] | -20% | 0% | u
Cn1ccsc1=NC(=O)c1ccccc1OC(F)F | 0% | -8% | -13% | -16% | 4% | x | -20% | 10% | -2%
O=C(Nc1nc2ccccc2n1CCN1CCOCC1)c1ccccc1 | -18% | -3% | 3% | -12% | 81%[activator] | x | -1% | 2% | 32%
O=C1C2C3C=CC(CC3)C2C(=O)N1c1cccc(C(F)(F)F)c1 (stereo not given) | -1% | 0% | -10% | -2% | 111%[activator] | 3% | 6% | 15% | 12%

A portion of the library; the hit share may differ from the screen's.
